Source: PubChem (several laboratories)
TWEAK-Fn14 inh = TWEAK-Fn14 signaling inhibition; TWEAK-stimulated Fn14 reporter cells, luciferase luminescence, 8 h; 360,000 compounds, 2% hits; inhibition, % at 10 µM; in the data active means inhibition above about 50%
NOD2-RIPK2 inh = NOD2-RIPK2 protein interaction inhibition; O43353; CHO BLA complementation NOD2-RIPK2, CCF4 ratio; inhibition, % at 4.98 µM; 360,000 compounds, 0.38% hits; AID 624267; in the data active means inhibition above about 21%;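 further: 0% = vehicle only and 100% = reference blocker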
TROY signal inh = inhibitors of TROY-dependent NF-kB signaling; Q293 LMP1-TROYcd NF-kB luciferase reporter, 4 h; 360,000 compounds, 0.98% hits; inhibition, % at 10 µM; AID 1347056;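 active means compounds whose plate-normalised and pattern-corrected inhibition of the luciferase reporter signal at the single screening dose is 50% or more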
SRC1 inh = human NCOA1 inhibition. Q15788. HEK293 GAL4-SRC1 luciferase reporter, luminescence. inhibition, % at 3.6 µM. 360,000 compounds, 0.12% hits;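 active means inhibition above the campaign mean plus 3 SD, with each screening campaign given its own cutoff, cut at about 60% in these data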;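 further: 0% = DMSO treated cells and 100% = gossypol at 36 µM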
TLR9-MyD88 block = blocks human TLR9 binding to MyD88; Q9NR96+Q99836; CHO BLA complementation TLR9-MyD88, CCF4 FRET ratio; inhibition, % at 4.98 µM; 340,000 compounds, 0.21% hits; AID 504734;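 active means inhibition above the mean over all tested compounds plus 3 SD, cut at about 21% in these data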;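 further: 0% = DMSO only wells and 100% = clavulanate BLA inhibitor control wells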
NCOA2 inhibitor = human SRC2 (NCOA2) inhibition. Q15596. HEK293 GAL4-SRC2 luciferase reporter, luminescence. inhibition, % at 9 µM. 370,000 compounds, 0.17% hits;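 active means inhibition above the mean inhibition of all tested compounds plus 3 SD, set per campaign, cut at about 52% in these data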;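 further: 0% = DMSO treated cells and 100% = cells given Gossypol at 36 µM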
NR2F2 inh = NR2F2 (human) inhibition, primary screen | HEK293T NGFI-A luciferase reporter, luminescence | inhibition, % at 8.6 µM | 370,000 compounds, 0.7% hits | P24468 | AID 686940;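 active means inhibition above a per-plate cutoff, mean inhibition of test wells between control levels plus 3 SD, cut at about 38% in these data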;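 further: cells cotransfected with COUP-TFII expression vector driving the NGFI-A reporter; 0% = median of COUP-TF2 test wells and 100% = reporter-only cells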
SRC3 inh = inhibits human SRC3 coactivator; Q9Y6Q9; HEK293 GAL4-SRC3 luciferase reporter, luminescence; inhibition, % at 3.6 µM; 360,000 compounds, 0.17% hits; AID 588352;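 active means inhibition above a per-campaign cutoff, the mean of all compounds plus 3 SD, cut at about 60% in these data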;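 further: 0% = DMSO-treated cells and 100% = gossypol-treated cells at 36 µM; higher means less SRC3-driven luciferase light from the GAL4 reporter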
Target sequence (Q9Y6Q9 whole entry, looked up, the tested form may be a part): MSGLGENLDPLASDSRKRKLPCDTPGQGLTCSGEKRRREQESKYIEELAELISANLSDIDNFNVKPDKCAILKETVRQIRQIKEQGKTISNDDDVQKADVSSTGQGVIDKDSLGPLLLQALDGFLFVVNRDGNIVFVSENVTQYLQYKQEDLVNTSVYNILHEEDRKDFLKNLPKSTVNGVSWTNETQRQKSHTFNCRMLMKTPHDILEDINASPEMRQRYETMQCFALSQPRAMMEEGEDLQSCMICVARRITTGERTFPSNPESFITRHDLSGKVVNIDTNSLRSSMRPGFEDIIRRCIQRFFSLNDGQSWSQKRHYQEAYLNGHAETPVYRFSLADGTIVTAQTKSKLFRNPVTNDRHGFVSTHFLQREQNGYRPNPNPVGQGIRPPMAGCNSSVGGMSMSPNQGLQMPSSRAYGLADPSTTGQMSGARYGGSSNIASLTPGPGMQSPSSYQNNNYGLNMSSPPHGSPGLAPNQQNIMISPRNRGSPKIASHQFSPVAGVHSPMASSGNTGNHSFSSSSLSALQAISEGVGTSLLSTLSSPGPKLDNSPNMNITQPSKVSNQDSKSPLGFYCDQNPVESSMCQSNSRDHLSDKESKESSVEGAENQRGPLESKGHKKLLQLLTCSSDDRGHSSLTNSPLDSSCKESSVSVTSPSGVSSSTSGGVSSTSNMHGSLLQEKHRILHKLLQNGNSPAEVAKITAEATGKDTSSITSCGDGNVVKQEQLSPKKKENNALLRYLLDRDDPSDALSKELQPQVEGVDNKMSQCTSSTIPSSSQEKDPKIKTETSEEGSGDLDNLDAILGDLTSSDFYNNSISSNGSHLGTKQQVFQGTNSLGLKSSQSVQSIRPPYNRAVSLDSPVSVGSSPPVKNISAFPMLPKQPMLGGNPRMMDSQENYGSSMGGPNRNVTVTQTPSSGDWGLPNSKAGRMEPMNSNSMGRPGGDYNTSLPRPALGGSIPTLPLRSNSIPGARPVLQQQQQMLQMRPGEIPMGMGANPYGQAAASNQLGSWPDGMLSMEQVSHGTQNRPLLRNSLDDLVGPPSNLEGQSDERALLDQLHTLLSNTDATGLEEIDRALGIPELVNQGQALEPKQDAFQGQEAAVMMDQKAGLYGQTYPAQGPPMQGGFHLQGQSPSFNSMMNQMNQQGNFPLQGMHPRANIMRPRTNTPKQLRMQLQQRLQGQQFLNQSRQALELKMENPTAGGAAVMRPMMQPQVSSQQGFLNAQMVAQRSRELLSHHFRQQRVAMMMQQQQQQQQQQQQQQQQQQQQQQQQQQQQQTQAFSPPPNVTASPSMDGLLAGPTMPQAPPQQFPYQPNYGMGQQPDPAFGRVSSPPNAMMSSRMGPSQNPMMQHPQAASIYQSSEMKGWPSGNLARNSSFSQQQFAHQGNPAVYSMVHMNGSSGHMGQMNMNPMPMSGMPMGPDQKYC
NR5A2 inv ag = NR5A2 inverse agonism in reporter assay; O00482; HEK293T StAR-luciferase reporter, LRH-1 transfected, 24 h; inhibition, % at 3.6 µM; 360,000 compounds, 0.13% hits; AID 602396;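 active means inhibition above the mean inhibition of all tested compounds plus 3 SD, cut at about 73% in these data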;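 further: 0% = DMSO wells and 100% = reporter-only cells lacking LRH-1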
ABHD5 PLIN5 PPI = inhibitors of human ABHD5-perilipin-5 interaction; AID 602281; 360,000 compounds, 0.78% hits; inhibition, % at 4 µM; Split G. princeps luciferase complementation, luminescence, 4 h; Q00G26+Q8WTS1;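 active means inhibition above the mean inhibition across every tested compound plus 3 SD, cut at about 22% in these data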;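 further: 0% = DMSO only wells and the 100% control is not disclosed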
Exocytosis inh = lytic granule exocytosis inhibition; 360,000 compounds, 0.66% hits; AID 651702; inhibition, % at 10 µM; TALL-104 LAMP-1 surface exposure, flow cytometry; cells stimulated with thapsigargin and PMA;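 active means inhibition above about 55%, limit read from the data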
Starred values were filed as active, the others as inactive; / = no result given. A portion of the library, so the mix of outcomes need not match the whole.

No.	molecule	TWEAK-Fn14 inh	NOD2-RIPK2 inh	TROY signal inh	SRC1 inh	TLR9-MyD88 block	NCOA2 inhibitor	NR2F2 inh	SRC3 inh	NR5A2 inv ag	ABHD5 PLIN5 PPI	Exocytosis inh
1	COc1ccc(/C(C)=N/NC(=O)CNC(=O)C(c2ccccc2)c2ccccc2)c(OC)c1	8	-3	18	9	2	-15	15	-48	3	3	-1
2	Cc1ccc(S(=O)(=O)Nc2nc3ccccc3nc2Nc2cccc(S(=O)(=O)N3CCCC3)c2)cc1	69*	-10	54*	-19	6	-4	-10	7	4	2	7
3	Fc1ccccc1COc1cccc(/C=N/n2cnnc2)c1	-19	-3	-24	-15	0	-8	7	-18	-82	-3	-1
4	CCOC(=O)c1ccc(NC(=S)NN2CCOCC2)cc1	29	-16	-19	-12	2	-26	-13	-13	-21	0	1
5	CC(C(=O)Nc1ccc2c(c1)OCO2)N1CCC(N2CCCCC2)CC1 (stereo unspecified)	11	-2	21	-5	0	-8	-17	10	-32	-1	3
6	COc1ccccc1CNC(=O)C1(C)CCN1Cc1ccc(OC(F)(F)F)cc1 (stereo unspecified)	21	8	17	-8	/	-18	18	4	4	-1	-1
7	Cc1cc2c(cc1S(=O)(=O)Nc1cccc(F)c1C)NC(=O)CO2	-2	-11	25	-13	-1	10	17	17	8	-5	-1
8	O=C(Cc1ccc(S(=O)(=O)N2CCOCC2)s1)Nc1ccc(S(=O)(=O)N2CCCCC2)cc1	14	-15	3	-13	-10	/	/	3	-19	-5	5
9	COc1ccccc1NC(=O)N1CCCC1C(=O)Nc1ccc2c(c1)OCCO2 (stereo unspecified)	1	-7	2	-1	-2	9	13	-3	-19	1	-3
10	C/C(=N\NC(=O)c1cccc(S(=O)(=O)Nc2cccc(Cl)c2)c1)c1cccs1	-9	-8	4	-10	-1	9	0	2	-16	4	8
11	CN1CCN(S(=O)(=O)c2ccc3ccccc3c2)CC1	-9	-1	-1	5	15	1	6	-6	13	7	-1
12	O=C(NCCCN1CCOCC1)c1cc(-c2ccc(F)cc2)nc2ccccc12	19	-17	16	2	-29	-18	-3	-15	-19	0	-2
13	COc1ccc(C2=NN3C(C2)c2ccccc2OC3c2cccs2)cc1 (stereo unspecified)	-26	1	-37	-109	0	-50	-1	-106	-126	9	0
14	O=C(COC(=O)CCC(=O)c1cccs1)NCc1ccccc1	4	-2	-6	-9	-6	21	7	7	1	3	-3
15	Cc1cc(NC(=O)CSc2nc3c(c(=O)n2CCc2ccccc2)SC(C)C3)no1 (stereo unspecified)	1	-1	-21	-1	-4	6	6	-7	-8	-8	4
16	O=S(=O)(c1cccc(Br)c1)N1CCN(CCc2ccccc2)CC1	18	5	28	-4	-1	9	9	-2	-6	-5	9
17	O=C(/C=C/c1ccc(Cl)cc1)N1CCN(c2c(Cl)cccc2[N+](=O)[O-])CC1	12	1	10	4	-19	25	25	26	8	5	4
18	CCOc1nc(-c2ccc(OC)cc2)ccc1-c1noc(-c2ccncc2)n1	-7	8	-4	9	4	-13	-2	-7	13	0	2
19	CCC(C)NC(=O)C1c2ccccc2C(=O)N1Cc1cc(OC)ccc1OC (stereo unspecified)	-5	9	-14	-6	-1	-5	9	-7	-1	-1	0
20	CSc1ccc(/C=c2\s/c(=C\C(=O)C(C)(C)C)n(CC(=O)NCCC3=CCCCC3)c2=O)cc1	17	3	3	-2	1	-29	2	2	25	2	2
21	CCOc1ccc(C2NC(=O)C(C#N)=C(S)N2c2ccc(OC)cc2)cc1OC (stereo unspecified)	-7	-14	-25	-7	-12	-19	-3	2	2	-12	3
22	O=C(O)c1cc(/C=N\O)ccc1OCc1ccccc1	-1	1	-22	-23	4	-5	-4	8	-8	-2	0
23	CC(C)(C)NC(=O)c1ccccc1NC(=O)C1CC(=O)N(C2CCCCC2)C1 (stereo unspecified)	4	14	0	3	-3	-5	4	-21	-13	-2	0
24	CSCCC(NC(=O)c1ccccc1Cl)C(=O)Nc1ccncc1 (stereo unspecified)	-2	-2	11	-1	-7	3	4	19	-24	2	0
25	CCc1nnc(NC(=O)c2cc([N+](=O)[O-])ccc2N2CCOCC2)s1	0	7	-7	-8	-7	0	-23	-10	-23	0	-1

The list continues.
No.	molecule	TWEAK-Fn14 inh	NOD2-RIPK2 inh	TROY signal inh	SRC1 inh	TLR9-MyD88 block	NCOA2 inhibitor	NR2F2 inh	SRC3 inh	NR5A2 inv ag	ABHD5 PLIN5 PPI	Exocytosis inh
26	O=C(O)COc1ccccc1C=NNc1ccc([N+](=O)[O-])cc1S(=O)(=O)Nc1ccc(Cl)cc1	15	8	13	-6	10	3	11	9	3	1	-1
27	COc1ccc(CC2=C(O)c3ccccc3C(=O)C2=O)cc1	33	-10	17	8	-6	3	9	-7	1	-23	4
28	Nc1ccc(-c2nc3cc(N)ccc3o2)cc1	25	-1	-28	-78	9	-34	-42	-66	-108	7	-4
29	CCOC(=O)C1(CC2CCCCO2)CCN(S(=O)(=O)c2ccc(C)s2)CC1 (stereo unspecified)	-5	1	0	-1	-2	-4	4	-6	10	2	54
30	CCOc1ccc(-n2c(=O)c3sccc3n(CC(=O)NC3CCCCC3)c2=O)cc1	8	-9	-14	-11	5	-1	-12	11	-4	-9	-1
31	C[C@@H](NC(=O)[C@@H]1Cc2ccccc2CN1)C(=O)NCC1CCCO1 (stereo partly specified)	2	-12	2	18	3	-1	-9	32	0	4	9
32	CCOc1ccc(CCNC(=O)c2ccc(Cl)c(S(=O)(=O)N3CCOCC3)c2)cc1OCC	17	-10	7	16	-10	9	22	26	17	2	-5
33	c1ccc(-c2csc(Nc3cccnc3)n2)nc1	-22	5	-57	-73	1	-5	-12	-58	-41	-1	0
34	Cc1cc2nncn2c(Cc2ccccc2)n1	-18	-9	-4	11	-1	-21	-5	24	18	-3	-3
35	Cc1cc(Br)ccc1NC(=S)NC1CCCC1	2	3	-3	-3	-5	-17	9	-5	7	-1	-7
36	Cn1cc(CN2C[C@H]3CC[C@H]2C3)c(-c2ccccc2F)n1	22	-7	3	3	-13	-2	2	14	-4	-6	2
37	Cc1ccc(C)c(NC(=O)CN(C)C(=O)c2cc(-c3cccs3)nn2-c2ccccc2)c1	19	9	18	-6	6	-3	5	17	-15	-2	4
38	CCN(CC)c1ncn(Cc2c(Cl)cccc2Cl)c2ncnc1-2	25	4	7	-5	5	-4	14	-24	1	1	-1
39	CC1CCCN(S(=O)(=O)c2ccccc2[N+](=O)[O-])C1 (stereo unspecified)	12	-3	-7	9	-14	10	12	8	11	7	-1
40	CCOc1ccc(S(=O)(=O)N2CCN(C(=O)C3CC3C)CC2)cc1 (stereo unspecified)	-4	-3	12	-2	-9	-5	16	-2	-15	-3	2
41	Cc1c(CN2CCC(n3nccc3NC(=O)C3CCOC3)CC2)[nH]c2ccccc12 (stereo unspecified)	-1	-5	12	-34	7	8	14	-37	22	3	-8
42	CSC1=NCCCN1C(=O)c1c(-c2ccccc2Cl)noc1C	4	-13	9	25	7	15	-4	14	9	10	-3
43	Cc1cc(O)c(/C=N/c2ccccn2)c(=O)o1	10	5	8	-3	-5	8	6	-13	3	-4	-6
44	COC(=O)c1ccccc1NC(=O)c1cc2nc(C3CC3)cc(C(F)(F)F)n2n1	-45	-5	-14	-5	8	9	1	-5	14	3	0
45	NS(=O)(=O)c1ccc(CCNC(=O)NC23CC4CC(CC(C4)C2)C3)cc1	-11	-5	23	4	2	-1	-11	16	-2	-5	-8
46	O=C(c1cccc([N+](=O)[O-])c1)N1CCN(Cc2ccc3c(c2)OCO3)CC1	-17	-4	-3	0	-3	-22	10	0	-1	3	-2
47	CCOC(=O)C(=O)/C(=C\N(C)C)c1onc(-c2ccccc2)c1C(=O)OC	-3	-3	25	9	5	1	-7	9	5	1	2
48	Cn1cnc2c1c(=O)n(Cc1cccc(Cl)c1)c(=O)n2C	7	-8	0	-3	-3	1	-4	17	-11	7	8
49	O=C(Nc1nccs1)c1cn(-c2ccccc2)nc1-c1ccncc1	11	3	-2	0	-13	0	18	3	27	-3	-5
50	Cc1ccc(N2C(=O)c3ccccc3C2Nc2cccnc2)nc1 (stereo unspecified)	10	-2	-13	-54	0	-11	-20	-19	-45	-4	4

Some entries already given, showing only TROY signal inh, ABHD5 PLIN5 PPI and NOD2-RIPK2 inh.
item	SMILES	TROY signal inh	ABHD5 PLIN5 PPI	NOD2-RIPK2 inh
38	CCN(CC)c1ncn(Cc2c(Cl)cccc2Cl)c2ncnc1-2	7	1	4
46	O=C(c1cccc([N+](=O)[O-])c1)N1CCN(Cc2ccc3c(c2)OCO3)CC1	-3	3	-4

Back to the main list with the 4 entries that preceded the break.
No.	molecule	TWEAK-Fn14 inh	NOD2-RIPK2 inh	TROY signal inh	SRC1 inh	TLR9-MyD88 block	NCOA2 inhibitor	NR2F2 inh	SRC3 inh	NR5A2 inv ag	ABHD5 PLIN5 PPI	Exocytosis inh
47	CCOC(=O)C(=O)/C(=C\N(C)C)c1onc(-c2ccccc2)c1C(=O)OC	-3	-3	25	9	5	1	-7	9	5	1	2
48	Cn1cnc2c1c(=O)n(Cc1cccc(Cl)c1)c(=O)n2C	7	-8	0	-3	-3	1	-4	17	-11	7	8
49	O=C(Nc1nccs1)c1cn(-c2ccccc2)nc1-c1ccncc1	11	3	-2	0	-13	0	18	3	27	-3	-5
50	Cc1ccc(N2C(=O)c3ccccc3C2Nc2cccnc2)nc1 (stereo unspecified)	10	-2	-13	-54	0	-11	-20	-19	-45	-4	4
51	COc1ccc(C)cc1N(C(=O)Cn1nnc(-c2ccc(C)o2)n1)C(C(=O)NC1CCCC1)c1ccncc1 (stereo unspecified)	17	2	4	-6	0	-2	-8	-4	-6	5	-3
52	CCN1CCc2c(sc(NC(=O)c3ccc(S(=O)(=O)N(CC)c4ccccc4)cc3)c2C(N)=O)C1	-6	3	14	-9	11	-16	2	-32	-3	-8	1
53	O=C1C2C3C=CC(O3)C2C(=O)N1N=Cc1cccc2ccccc12 (stereo unspecified)	-13	4	-56	-33	6	8	6	-26	-8	4	-8
54	O=C1CS/C(=N/N=C/c2cccs2)N1	-16	-6	-11	-15	0	-22	2	-2	9	0	-2

Quoted at random: 3 records from the list.
No.	molecule	TWEAK-Fn14 inh	NOD2-RIPK2 inh	TROY signal inh	SRC1 inh	TLR9-MyD88 block	NCOA2 inhibitor	NR2F2 inh	SRC3 inh	NR5A2 inv ag	ABHD5 PLIN5 PPI	Exocytosis inh
16	O=S(=O)(c1cccc(Br)c1)N1CCN(CCc2ccccc2)CC1	18	5	28	-4	-1	9	9	-2	-6	-5	9
24	CSCCC(NC(=O)c1ccccc1Cl)C(=O)Nc1ccncc1 (stereo unspecified)	-2	-2	11	-1	-7	3	4	19	-24	2	0
43	Cc1cc(O)c(/C=N/c2ccccn2)c(=O)o1	10	5	8	-3	-5	8	6	-13	3	-4	-6
